procasp3 activ: activates human procaspase-3; P42574; recombinant procaspase-3 D3A, Ac-DEVD-pNA absorbance 405 nm; activation, % at 8.5 µM; 330,000 tested, 0.11% active;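 active = activation above the mean of all tested compounds plus 3 SD, cut at about 21% in these data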;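 also: 0% = DMSO alone and 100% = DMSO wells spiked with extra 5 µM PC-3 D3A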
Target sequence (P42574 whole entry D9A/D28A/D175A): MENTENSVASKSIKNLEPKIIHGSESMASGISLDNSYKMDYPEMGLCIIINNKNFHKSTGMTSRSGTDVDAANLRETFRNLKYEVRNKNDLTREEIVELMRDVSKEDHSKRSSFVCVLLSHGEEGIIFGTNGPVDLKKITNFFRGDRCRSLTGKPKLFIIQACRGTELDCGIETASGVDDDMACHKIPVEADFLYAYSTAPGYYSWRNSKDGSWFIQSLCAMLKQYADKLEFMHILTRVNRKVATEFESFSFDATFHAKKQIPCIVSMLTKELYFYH
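assay system = Procaspase-3 D3A mutant | signal = absorbance at 405 nm, 0 and 120 min | times = 1 h preincubation plus 2 h reaction at 25 °C | repeats = single replicate | read-out = % activation between DMSO and enzyme-spiked controls | medium = Zinc-free HEPES saline buffer with Triton X-100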
proCasp7 act: counter-screen: procaspase-7 (human) activation | activation, % at 8.5 µM | 330,000 tested, 0.093% active | recombinant procaspase-7, Ac-DEVD-pNA absorbance 405 nm; D23A/D198A/D206A triple mutant, cannot self-cleave; scale: DMSO 0, 5 µM enzyme 100;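 active = percent activation above the screen-wide mean plus 3 SD, cut at about 25% in these data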
Target sequence (P55210 whole entry D23A/D198A/D206A): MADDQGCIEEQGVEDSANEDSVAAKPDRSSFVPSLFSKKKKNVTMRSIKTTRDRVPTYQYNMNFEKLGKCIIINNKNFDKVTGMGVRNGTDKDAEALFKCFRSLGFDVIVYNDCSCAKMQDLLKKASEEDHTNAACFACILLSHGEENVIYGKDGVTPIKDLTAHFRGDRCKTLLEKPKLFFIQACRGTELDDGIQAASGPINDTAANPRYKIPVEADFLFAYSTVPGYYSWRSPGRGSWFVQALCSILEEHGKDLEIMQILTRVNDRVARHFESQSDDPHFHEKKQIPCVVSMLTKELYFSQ
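Assay system: Uncleavable procaspase-7 mutant enzyme; Input: 2 µM procaspase-7 mutant as dispensed; Also added: DEVD-pNA substrate; Medium: Zinc-free HEPES pH 7.4 with 300 mM NaCl, 0.01% Triton X-100; Timing: 1 h compound preincubation, 2 h substrate cleavage, 25 °C; Measured by: Epi-absorbance of released pNA at 405 nm, two timepoints.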
LAP4 TOR yeast: yeast TOR pathway LAP4-GFP modulation; S. cerevisiae LAP4-GFP multiplex, flow cytometry GFP, 3 h; median GFP as percent of DMSO wells; GFP response vs DMSO, % at 10 µM; 320,000 tested, 0.34% active;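 active = GFP response vs DMSO above a set limit, about the screen mean plus 3 SD, cut at about 150% in these data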
MEP2-GFP yeast: yeast TOR pathway MEP2-GFP modulation; S. cerevisiae MEP2-GFP strain, flow cytometry GFP, 3 h; 100% = DMSO control level; GFP response vs DMSO, % at 10 µM; 330,000 tested, 0.51% active; AID 2016;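 active = GFP response versus DMSO above a set limit, roughly screen mean plus 3 SD, cut at about 180% in these data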;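 also: median GFP fluorescence of the barcode-gated MEP2-GFP cells per well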
CIT2-GFP yeast: modulators of TOR pathway CIT2-GFP in S. cerevisiae. S. cerevisiae CIT2-GFP strain, flow cytometry, 3 h; 100 means same as DMSO wells. 320,000 tested, 0.065% active. GFP response vs DMSO, % at 10 µM;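 active = GFP response relative to DMSO above a set limit, near the screen mean plus 3 SD, cut at about 150% in these data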;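 also: ratio of well median GFP fluorescence to mean of DMSO wells on the plate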
RPL19A-GFP yeast: modulators of TOR pathway RPL19A-GFP in S. cerevisiae | S. cerevisiae RPL19A-GFP strain, flow cytometry, 3 h; active compounds read low | percent response vs DMSO, % at 10 µM | 330,000 tested, 0.3% active;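 active = percent response vs DMSO below 50%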;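 also: median channel GFP fluorescence of the barcoded RPL19A-GFP strain; ratio of sample median GFP to plate DMSO average so 100% = DMSO; lower means less RPL19A-GFP as with rapamycin TOR inhibition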
AGP1-GFP MLPCN: alters AGP1-GFP fluorescence in TOR pathway yeast screen | S. cerevisiae AGP1-GFP multiplex flow cytometry, 3 h; GFP as percent of DMSO wells | GFP response vs DMSO, % at 10 µM | 320,000 tested, 0.02% active;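 active = GFP response relative to DMSO above a set limit, near screen average plus 3 SD, cut at about 150% in these data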;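 also: median GFP channel fluorescence of the gated AGP1 strain per well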
AHR activator: human AHR activation; activation, % at 5 µM; AHR-responsive luciferase reporter cells, luminescence; AID 2796; 320,000 tested, 2.5% active; in the data active = activation above about 47%;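 also: 0% = vehicle wells and 100% = reference agonist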
Active calls of the source: *; . = not tested or not shown.

mol	procasp3 activ	proCasp7 act	LAP4 TOR yeast	MEP2-GFP yeast	CIT2-GFP yeast	RPL19A-GFP yeast	AGP1-GFP MLPCN	AHR activator
Cc1ccc(-c2nc(C#N)c(N3CCCCC3)o2)cc1	-1.3	4.0	99.4	99.5	86.7	94.9	96.7	46.3
CC(=O)Nc1cccc(NC(=O)CSc2ccc(-c3ccco3)nn2)c1	-15.6	-13.1	88.8	93.7	90.0	102.9	92.5	0.3
CCOC(=O)c1sc(NC(=O)CN(CC(C)C)CC(C)C)c(C(=O)OCC)c1C	-4.8	7.0	109.4	102.2	93.1	101.0	99.6	1.6
CCCN(CC1CCCO1)C(=O)c1cc(COc2ccc(F)cc2F)on1 (stereo not drawn)	3.6	1.2	85.8	96.3	93.5	97.9	89.3	4.2
O=C(c1ccc2ccccc2c1)N1CCN(c2ccc(O)cc2)CC1	-6.6	-5.3	101.4	90.8	98.9	99.3	103.7	1.8
Cc1ccccc1NC1=C(Cl)C(=O)OC1OC(=O)c1ccco1 (stereo not drawn)	-4.2	-13.8	101.0	98.3	90.6	98.3	97.1	-1.8
Cc1nc(C(F)(F)F)ccc1C(=O)Nc1ccc2ccccc2n1	.	.	76.6	120.0	109.5	99.3	84.1	.
Cc1ccc(C(=O)Nc2cccc(C(F)(F)F)c2)cc1Nc1ccccn1	1.4	-6.1	105.5	96.1	86.8	100.2	87.3	50.4*
CCCN(CCC)C(=O)C1CCCN1S(=O)(=O)c1cccc2nsnc12 (stereo not drawn)	7.5	-2.4	102.0	103.5	99.6	95.7	101.1	-0.4
S=C(NCCc1ccccc1)N1CCN(C23CC4CC(CC(C4)C2)C3)CC1	-0.7	2.4	104.9	108.5	99.0	100.9	106.0	0.6
O=C1CC(C(=O)NC2CCCCC2)C2(CCCCC2)O1 (stereo not drawn)	-0.1	0.4	99.0	98.9	97.6	93.5	96.2	-0.5
CCC(=O)Nc1ccccc1C(=O)OCC(=O)c1ccccc1	1.7	-9.7	91.4	95.2	79.1	91.7	104.0	-1.2
COCc1ccccc1C1=CC(=O)C[C@H](c2ccc(F)cc2)C1	0.6	12.5	105.6	103.6	104.1	100.8	101.2	1.9
O=C(NCc1cccnc1)C1CCN(S(=O)(=O)c2cccc(C(F)(F)F)c2)CC1	1.8	14.5	89.1	96.9	93.6	95.9	94.6	0.4
Cc1cc(C)c(S(=O)(=O)N2CCCC(C(=O)NCc3ccccn3)C2)c(C)c1 (stereo not drawn)	3.1	-1.7	104.3	106.0	102.1	81.8	74.5	3.3
Clc1ccc2nc3ccccn3c2c1	2.7	11.5	115.5	106.2	108.5	103.4	110.9	6.8
COc1cc(-n2ccnc2SC)c(Cl)cc1Cl	-0.2	3.9	88.1	96.2	101.6	91.5	96.3	-2.7
COC(=O)C1=C(CS(=O)(=O)c2ccc(OC)cc2)NC(=O)NC1c1ccccc1 (stereo not drawn)	3.7	-4.9	92.2	100.0	96.8	99.8	96.3	2.1
CCN(C(=O)CSc1nc(C)nc2sc3c(c12)CCC3)C1CCS(=O)(=O)C1 (stereo not drawn)	11.2	6.9	98.1	96.1	102.5	96.0	100.9	40.3
Cc1ccc(Oc2ccccc2/C=N/O)cc1	-5.3	9.1	126.1	99.8	98.3	99.6	101.0	2.6
CN(CC(=O)N1CCN(c2ccccn2)CC1)S(=O)(=O)c1ccc(Br)cc1	-2.9	-1.6	107.8	107.0	101.6	107.3	105.9	6.8
CN(C)C=NC(=O)c1[nH]c2ccc(Cl)cc2c1-c1ccccc1	9.6	1.4	80.5	101.7	98.7	103.1	97.9	22.5
O=c1c2ccccc2nc(SCc2nc3ccccc3s2)n1Cc1ccco1	5.0	-0.4	94.7	93.3	96.6	91.3	97.0	-1.4
CC(C)[C@H](NC(=O)NCCc1ccc(Cl)cc1)C(=O)O	0.8	2.1	98.9	99.4	98.6	103.6	106.5	4.5
Cc1ccc(SCCC(=O)OCn2nnc3ccccc3c2=O)cc1	1.2	6.1	100.9	95.2	93.6	95.6	91.0	-0.1
O=C(CSc1nnc(-c2ccccn2)o1)Nc1cccc(Cl)c1	2.7	9.3	98.4	93.9	100.1	97.8	101.7	17.6
CN(Cc1cnccn1)Cc1c(C(=O)N2CCc3ccccc3C2)nc2ccc(Cl)cn12	5.9	-0.8	86.6	107.5	103.5	105.2	98.1	6.9
CC1CCN(c2nc3ccc(C(=O)N4CCN(Cc5ccc6c(c5)OCO6)CC4)cc3s2)CC1	0.4	-2.7	102.0	98.8	100.4	94.4	102.9	-4.5
COc1ccc(CNC(=O)CNC(=O)c2sc3ccccc3c2Cl)cc1OC	20.0	5.4	100.9	101.6	93.5	95.3	103.6	-3.5
COc1ccc(C(C)=O)cc1CC(=O)Nc1ccccc1-c1ccccc1	-0.9	6.4	96.1	103.5	99.7	103.5	101.2	-0.1
CCN(C(=O)Cn1nc(C)n2c(cc3cc(C)ccc32)c1=O)c1ccccc1	-7.1	3.3	106.9	99.9	96.4	99.8	101.5	-0.2
CC(C)CC(=O)CN1C(=O)C2(OCCO2)c2ccccc21	1.3	7.2	78.9	88.7	70.5	88.0	88.5	4.0
COc1ccc2cc(C(=O)C3CCCN(C(=O)c4sc(C)nc4C)C3)ccc2c1 (stereo not drawn)	11.9	-1.4	94.4	121.8	113.5	112.4	105.8	6.5
Cc1ccc2cc3cc(C(=O)NCCCN4CCc5ccccc5C4)oc3nc2c1	-0.4	5.3	101.4	122.7	91.0	93.4	94.7	15.4
Cc1[nH]nc(-c2ccc(O)cc2O)c1Oc1ccccc1	6.1	0.0	85.4	93.0	74.8	116.4	81.8	8.1
COc1cc(CC(=O)NNC(=O)c2cc(C)oc2C)cc(OC)c1OC	-3.1	5.7	88.5	106.0	99.3	105.9	103.7	1.5
CCOC(=O)N1CCC(NC(=S)Nc2ccc3nc(N4CCN(CC)CC4)cc(C)c3c2)CC1	9.6	0.3	108.4	109.3	109.6	117.4	109.9	0.3
CN(C)c1ccc(/C=C/c2cccc[n+]2[O-])cc1	0.5	0.3	107.3	98.8	99.1	98.5	103.4	-4.7
O=C(NN1CCOCC1)c1cc(-c2cccc(Cl)c2)nc2ccccc12	8.3	-7.8	95.2	97.5	98.7	101.2	98.4	3.0
Cc1c(C(=O)OCC(=O)N2CCC(C)CC2)oc2ccccc12	1.5	4.3	100.2	90.5	104.2	92.9	93.8	1.2
COc1ccc(C(=O)NCCn2ccc3ccccc32)cc1OC	-4.7	7.6	94.8	96.6	85.7	89.3	91.7	6.0
COc1ccc(CN2CCOCCOCCOCCOCC2)cc1	-2.4	-10.2	112.1	106.8	103.6	101.7	116.9	3.4
CCOC(=O)c1[nH]c(C)c(C(=O)Nc2ccc(C)cc2C)c1C	16.2	9.8	107.3	105.6	96.8	100.0	100.8	-0.3
CN(Cc1ccccc1)C(=O)COC(=O)c1cc(Cl)nc(Cl)c1	4.4	3.7	88.3	96.3	93.9	99.1	88.8	-0.6
COc1ccc(CNCC(O)(c2ccc(Cl)cc2)c2ccc(Cl)cc2)cc1OC	-0.8	1.9	101.9	103.2	99.0	106.3	94.5	-1.0
Cc1ccc(C(=O)Nc2ncc(Cc3ccc(SC(F)F)cc3)s2)cc1	-1.5	10.3	96.4	102.6	104.5	103.4	109.0	6.0
Cc1ccc(Oc2c(C)nc(-c3ccccc3)[nH]c2=O)cc1	-5.2	4.9	102.7	102.8	100.8	98.5	99.2	0.6
CCCOc1ccc(C(=O)Nc2ccc(S(=O)(=O)NC3=NCCCCC3)cc2)cc1	-0.1	13.8	105.3	98.6	99.4	99.9	103.9	-0.3
CCOc1ccc(N2C(=O)CC(N3CCN(c4ccccc4F)CC3)C2=O)cc1 (stereo not drawn)	-17.9	5.3	94.6	99.7	92.5	96.6	91.6	-0.6
CCN(CC)c1ccc(S(=O)(=O)N2CCCCC2)cc1NC(=O)CN1C(=O)NC2(CCCC2)C1=O	-3.4	-0.3	102.7	97.8	83.2	99.7	109.5	-2.2
Cc1ccccc1-n1c(=O)cc(N2CCc3ccccc3C2)[nH]c1=O	-0.7	-6.0	103.2	100.6	91.8	99.6	102.4	6.6
O=C(NCC1CCCO1)C1CCC(CNS(=O)(=O)c2ccccc2)CC1 (stereo not drawn)	0.8	-3.4	92.3	97.4	96.3	95.0	80.5	0.7
CC(CN1CCCCC1)OC(=O)c1ccc2c(c1)OCO2 (stereo not drawn)	5.8	-5.8	89.3	95.3	103.1	91.2	91.2	1.2
CC1CCCC(NC(=O)CCC(=O)NCc2ccccc2)C1C (stereo not drawn)	13.8	11.4	86.6	105.7	112.9	107.8	107.0	-1.5
O=C(Nc1ccccc1)N1CCN(C2c3ccccc3-c3ccccc32)CC1	1.6	3.2	113.2	98.5	111.7	102.5	114.6	-1.4
CC(C)CC1C(C#N)=C(N)Oc2n[nH]c(-c3ccccc3)c21 (stereo not drawn)	-10.1	-10.1	105.4	105.0	110.6	110.3	107.3	0.0
O=C(COc1ccc(Cl)cc1[N+](=O)[O-])N/N=C/c1cccs1	-4.4	6.1	92.3	96.4	94.5	98.5	98.9	20.1
Cc1ccc(=O)n(C(C(=O)NCc2ccco2)C(=O)c2ccc(F)cc2)c1 (stereo not drawn)	1.9	12.5	98.9	101.3	92.6	94.1	100.0	1.9
Cc1ccc(NS(=O)(=O)c2ccc(OCC(=O)NCc3ccco3)cc2)cc1	10.3	0.3	100.1	102.5	96.5	93.7	95.6	12.1
COc1ccc(CNC(=O)CCC(=O)Nc2nnc(CC(C)C)s2)cc1	2.9	4.6	100.8	94.3	95.4	94.5	96.4	-3.0

(further entries)
mol	procasp3 activ	proCasp7 act	LAP4 TOR yeast	MEP2-GFP yeast	CIT2-GFP yeast	RPL19A-GFP yeast	AGP1-GFP MLPCN	AHR activator
Cn1nc(-c2ccc(N3CCCCC3)c(NC(=O)c3ccco3)c2)c2ccccc2c1=O	7.5	1.5	110.0	105.5	110.8	102.5	108.7	5.2
CC(OC(=O)c1cccnc1Cl)C(=O)NCc1ccccc1 (stereo not drawn)	-2.3	1.6	97.7	97.2	97.1	96.8	95.1	0.5
CCc1nnc(NC(=O)c2ccc(Br)c(S(=O)(=O)N3CCOCC3)c2)s1	1.4	4.6	91.7	105.1	99.7	99.3	94.7	3.1
Nc1nc(SCc2ccccc2)c2[nH]cnc2n1	5.9	-0.6	102.2	114.3	109.9	113.0	113.0	2.7
CC(C)(C)NC(=O)c1cccc(NC(=O)Cc2ccc(Br)cc2)c1	7.3	4.4	99.3	103.9	94.8	103.8	105.8	12.6

Molecules listed so far that contain a cyano group:
mol	procasp3 activ	proCasp7 act	LAP4 TOR yeast	MEP2-GFP yeast	CIT2-GFP yeast	RPL19A-GFP yeast	AGP1-GFP MLPCN	AHR activator
Cc1ccc(-c2nc(C#N)c(N3CCCCC3)o2)cc1	-1.3	4.0	99.4	99.5	86.7	94.9	96.7	46.3
CC(C)CC1C(C#N)=C(N)Oc2n[nH]c(-c3ccccc3)c21 (stereo not drawn)	-10.1	-10.1	105.4	105.0	110.6	110.3	107.3	0.0
